Screens (PubChem BioAssay)
Mcl1 Bid PPI: Mcl-1/Bid binding inhibitors, primary screen, biochemical, TR-FRET, 1536-well | Induced myeloid leukemia cell differentiation protein Mcl-1 (Homo sapiens), Q07820 | TR-FRET Mcl-1/Bid-Dy647 peptide binding | inhibition, % at 21.7 µM | 0.97% of 220,000 active | AID 1021, 2008;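 active = compounds that cut the binding signal by more than half at the single screening dose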;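 note: His-tagged Mcl-1 with europium anti-His antibody binding Bid BH3 peptide; 0% = Mcl-1 plus peptide wells and 100% = peptide-only wells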
Target sequence (Q07820 whole entry, looked up): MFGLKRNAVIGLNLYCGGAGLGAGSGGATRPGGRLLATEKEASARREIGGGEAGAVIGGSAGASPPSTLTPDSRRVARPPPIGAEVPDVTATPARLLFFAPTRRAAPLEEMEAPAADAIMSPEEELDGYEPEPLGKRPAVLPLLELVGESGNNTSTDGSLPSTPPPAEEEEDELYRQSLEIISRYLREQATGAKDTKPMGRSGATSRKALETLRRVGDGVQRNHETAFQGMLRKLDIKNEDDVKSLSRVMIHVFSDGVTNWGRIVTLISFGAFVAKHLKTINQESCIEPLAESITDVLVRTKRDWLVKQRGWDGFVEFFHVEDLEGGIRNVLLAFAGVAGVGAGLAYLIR
Pf gamet viab: late stage P. falciparum gametocyte viability inhibitors, primary screen, ATP luminescence, HTS; P. falciparum stage V gametocytes, 24 h; inhibition, % at 10.9 µM; 0.065% of 150,000 active; AID 743093, 2013;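 active = inhibition above the mean plus 3 SD of compounds within the control limits, set per campaign, cut at about 38% in these data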;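 note: 0% = DMSO wells and 100% = medium only without gametocytes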
GSH bead fluor: compound fluorescence on glutathione beads, profiling panel, artefact control, biophysical, 488/530 nm, flow cytometry. GSH beads flow cytometry, compound fluorescence 488/530 nm; hits give high values. fluorescence (KMESF) at 10 µM. 0.25% of 190,000 active. AID 1776, 2009; in the data active = fluorescence above about 89;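 note: glutathione beads carrying GST-tagged Bcl family fusion proteins plus one bare bead set; values are compound well signal with DMSO vehicle wells as background; inactives centre near 16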
Mcl1 Noxa PPI: Mcl-1/Noxa binding inhibitors, primary screen, biochemical, TR-FRET, 1536-well. Induced myeloid leukemia cell differentiation protein Mcl-1 (Homo sapiens), Q07820. TR-FRET Mcl-1/Noxa peptide binding, 2 h. inhibition, % at 21.7 µM. 1.5% of 220,000 active. AID 1022, 2008;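 active = compounds that cut the protein-peptide binding signal by more than 50% relative to plate controls in a single-dose test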;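 note: His-tagged Mcl-1 with rhodamine Noxa BH3 peptide and terbium anti-His antibody; 0% = Mcl-1 plus Noxa peptide wells and 100% = peptide-only wells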
Avidin bead fluor: green autofluorescence of compounds with avidin beads – biophysical, 488/530 nm, flow cytometry, artefact control, profiling panel; 0.38% of 220,000 active; AID 1775, 2009; fluorescence (KMESF) at 10 µM; compound fluorescence 488/530 nm; hits give high values; in the data active = fluorescence above about 47; note: inactives centre near 10
Starred values were filed as active, the others as inactive; · = not tested or not shown.

SMILES	Mcl1 Bid PPI	Pf gamet viab	GSH bead fluor	Mcl1 Noxa PPI	Avidin bead fluor
COC(=O)Nc1nc2ccc(C(=O)c3ccc(F)cc3)cc2[nH]1	4	·	66	10	7
O=C1Cc2cc(CCN3CCN(c4nsc5ccccc45)CC3)c(Cl)cc2N1	16	·	64	42	5
Clc1cccc(Cl)c1NC1=NCCN1	-1	·	65	-30	7
Nc1ccn([C@@H]2CS[C@H](CO)O2)c(=O)n1	-6	·	65	14	7
Cc1cc(C(=O)CSCCCn2c(=O)[nH]c3ccccc32)c(C)n1C	-3	·	33	17	3
Cc1nc(C)c(C)nc1C	10	·	69	28	6
OC[C@@H](O)[C@@H](O[C@H]1O[C@H](CO)[C@@H](O)[C@H](O)[C@H]1O)[C@H](O)[C@@H](O)CO	2	·	65	11	6
C[C@H]1O[C@H](O[C@H]2[C@H](O)[C@@H](O)[C@@H](O[C@H]3[C@H](O)[C@@H](O)C(O)O[C@@H]3CO)O[C@@H]2CO)[C@H](O)[C@@H](O)[C@@H]1N[C@H]1C=C(CO)[C@@H](O)[C@H](O)[C@H]1O (stereo partly specified)	-1	·	65	-1	8
COc1cc(C(=O)NS(=O)(=O)c2ccccc2C)ccc1Cc1cn(C)c2ccc(NC(=O)OC3CCCC3)cc12	4	·	65	21	7
O=C(NCCO[N+](=O)[O-])c1cccnc1	-5	·	64	-3	5

Part of the list above, with each value named:
Cc1nc(C)c(C)nc1C
- Mcl1 Bid PPI = 10
- Pf gamet viab = ·
- GSH bead fluor = 69
- Mcl1 Noxa PPI = 28
- Avidin bead fluor = 6
Cc1cc(C(=O)CSCCCn2c(=O)[nH]c3ccccc32)c(C)n1C
- Mcl1 Bid PPI = -3
- Pf gamet viab = ·
- GSH bead fluor = 33
- Mcl1 Noxa PPI = 17
- Avidin bead fluor = 3
Nc1ccn([C@@H]2CS[C@H](CO)O2)c(=O)n1
- Mcl1 Bid PPI = -6
- Pf gamet viab = ·
- GSH bead fluor = 65
- Mcl1 Noxa PPI = 14
- Avidin bead fluor = 7

(continued)
SMILES	Mcl1 Bid PPI	Pf gamet viab	GSH bead fluor	Mcl1 Noxa PPI	Avidin bead fluor
Cc1onc(-c2ccccc2)c1-c1ccc(S(N)(=O)=O)cc1	2	·	68	17	7
Fc1ccc([C@@H]2CCNC[C@H]2COc2ccc3c(c2)OCO3)cc1	-1	·	70	24	8
COc1ccccc1Oc1ccc(S(=O)(=O)NCc2ccccn2)cc1	10	·	39	-2	3
COc1ccc(CCNC(=O)Cn2cnc3c(nnn3Cc3ccccc3F)c2=O)cc1OC	-4	·	15	-3	6
CCc1cc(C(N)=S)ccn1	-8	·	69	53*	6
CC(=O)OCC(CCn1cnc2cnc(N)nc21)COC(C)=O	-2	·	68	-28	6
O=C(c1ccc(F)cc1)C1CCN(CCn2c(=S)[nH]c3ccccc3c2=O)CC1	-9	·	62	0	7
CC(=O)N1CCN(c2nnnn2-c2ccccc2)CC1	-11	·	21	15	14
CCCCC1=NC2(CCCC2)C(=O)N1Cc1ccc(-c2ccccc2-c2nn[nH]n2)cc1	13	·	65	-40	7
O=C(/C=C/NCc1cccnc1)c1ccc(Br)cc1	·	18	·	·	·

Structures from the list above that have an aryl methoxy group, in the order listed:
SMILES	Mcl1 Bid PPI	Pf gamet viab	GSH bead fluor	Mcl1 Noxa PPI	Avidin bead fluor
COc1cc(C(=O)NS(=O)(=O)c2ccccc2C)ccc1Cc1cn(C)c2ccc(NC(=O)OC3CCCC3)cc12	4	·	65	21	7
COc1ccccc1Oc1ccc(S(=O)(=O)NCc2ccccn2)cc1	10	·	39	-2	3
COc1ccc(CCNC(=O)Cn2cnc3c(nnn3Cc3ccccc3F)c2=O)cc1OC	-4	·	15	-3	6

Later entries
SMILES	Mcl1 Bid PPI	Pf gamet viab	GSH bead fluor	Mcl1 Noxa PPI	Avidin bead fluor
Cc1cc(Cl)c(OCCn2ccnc2)c(Br)c1	·	-12	·	·	·
O=C(O)c1cc(NC(=O)c2ccccc2F)cc(NC(=O)c2ccccc2F)c1	·	-3	·	·	·
O=C1C=C(c2ccc(-c3ccccc3)c(F)c2)C[C@@H](c2ccc(Cl)cc2)C1	·	-8	·	·	·
COc1ccc(Cl)cc1Nc1nc(C)nc2c1nnn2Cc1ccccc1	·	1	·	·	·
CC(C)C[C@H]1CN=C(Nc2ccccc2)N1CCC(C)c1ccccc1 (stereo partly specified)	·	16	·	·	·
C=CCCN(Cc1ccccc1)S(=O)(=O)c1cc(Br)ccc1Br	·	20	·	·	·
CC(C)c1ccccc1NC(=O)C1C2C=CC(C2)C1C(=O)O (stereo unspecified)	·	15	·	·	·
CC(C)(C)OC(=O)C[C@@H]1C/C=C\C[C@@H](CC(=O)NCCO)C(=O)N2CCC[C@H]2COC1=O	·	-16	·	·	·
CCN1CCN(Cc2c3ccccc3cc3ccccc23)CC1	·	21	·	·	·
OCCC1CN(C2CCC2)CCN1Cc1ccc(F)c(F)c1 (stereo unspecified)	·	-3	·	·	·
COc1ccc(C(=O)NNC(=S)NC(=O)c2ccc(OC)cc2)cc1	·	27	·	·	·
Cc1ccc(S(=O)(=O)Cn2nnnc2C(C(C)C)N2CCN(C(=O)c3ccco3)CC2)cc1 (stereo unspecified)	·	-6	·	·	·
C[C@H](CO)N1C[C@H](C)[C@@H](CN(C)S(=O)(=O)c2ccc(F)cc2)Oc2c(NC(=O)NC3CCCCC3)cccc2C1=O	·	-27	·	·	·
Cc1ccc(Nc2nc(-c3cccnc3)cs2)cc1Cl	·	7	·	·	·
O=C(Nc1ccccc1)Nc1ccc(Nc2ccccc2)cc1	·	-9	·	·	·
O=[N+]([O-])c1ccc(OCn2cncn2)cc1	·	6	·	·	·
CN(C)CC/C=C1/c2cc(F)ccc2Sc2ccc(Cl)cc21	·	-2	·	·	·
O=C(NCc1cccc(Br)c1)C1CC(c2ccccc2[N+](=O)[O-])=NO1 (stereo unspecified)	·	-4	·	·	·
COc1ccccc1OCC(=O)NNC(=O)CCCC(=O)NNC(=O)COc1ccccc1OC	·	4	·	·	·
O=C1[C@H]2[C@@H](c3ccc(F)cc3)N3C(=O)N(c4cccc(Cl)c4)C(=O)[C@@]3(Cc3ccc(Cl)cc3)[C@H]2C(=O)N1C1CCCCC1	·	-54	·	·	·
COc1ccccc1-n1c(SCC(=O)Nc2cccc(C(=O)O)c2)nnc1-c1ccccc1O	·	-9	·	·	·
O=c1c2c([N+](=O)[O-])cc([N+](=O)[O-])cc2nc2ccccn12	·	-11	·	·	·
O=C(CCC(F)(F)F)N1CCCC(N2CCN(c3cccc(Cl)c3)CC2)C1 (stereo unspecified)	·	-18	·	·	·
CCN1CCN(Cc2ccc(C(=O)Nc3ccc(C)c(NCc4cnc(NC(=O)OC)cn4)c3)cc2C(F)(F)F)CC1	·	-4	·	·	·
COc1ccc(CN2C(=O)[C@H]3Cc4c([nH]c5ccccc45)C(C)(C)N3C2=O)cc1	·	-25	·	·	·
CCOC(=O)c1ccc(NC(=O)c2nc[nH]c2C(=O)NCCCCNC(=O)c2[nH]cnc2C(=O)Nc2ccc(C(=O)OCC)cc2)cc1	·	-3	·	·	·
CCNC(=O)CC1SC(=Nc2ccc(C)c([N+](=O)[O-])c2)N(C)C1=O (stereo unspecified)	·	-1	·	·	·
Cc1ccc(-c2csc(NCCn3c(C(F)(F)F)nc4ccccc43)n2)cc1	·	-11	·	·	·
CCSc1nsc(NC(=O)Nc2ccccc2F)n1	·	-9	·	·	·
COc1cccc2oc3cc(C#Cc4ccccn4)ccc3c(=O)c12	·	0	·	·	·
CC(O)c1cccc(NC(=O)CC(c2ccccc2)c2ccccc2)c1 (stereo unspecified)	·	18	·	·	·
COC(=O)C1=CO[C@@H](O[C@@H]2O[C@H](CO)[C@@H](O)[C@H](O)[C@H]2O)C2C1CC(O)O[C@H]2C (stereo partly specified)	·	11	·	·	·
COc1ccc(C(C)NC(=O)C23CC4CC(CC(C4)C2)C3)cc1 (stereo unspecified)	·	-16	·	·	·
O=[N+]([O-])c1cncc([N+](=O)[O-])c1Nc1cccc(O)c1	·	5	·	·	·
COc1ccc(C)cc1NCc1ccc([N+](=O)[O-])cc1	·	6	·	·	·
CN(Cc1ccccc1)CC(O)COc1ccc(CNCc2cc3ccccc3s2)cc1 (stereo unspecified)	·	14	·	·	·
COc1ccccc1N1CCN(CCCN2C(=O)C3CCCCN3C2=O)CC1 (stereo unspecified)	·	10	·	·	·
O=C(NC(=O)c1ccccc1)C1=C(N2CCCC2)COC1=O	·	-6	·	·	·
O=C1CCC([N+](=O)[O-])C(c2ccc(C(F)(F)F)cc2)N1 (stereo unspecified)	·	-9	·	·	·
Oc1ccc(C[C@@H]2CNCCN2CCc2cccc3ccccc23)cc1	·	-8	·	·	·
C[C@H](CO)N1C[C@H](C)[C@@H](CN(C)C(=O)Nc2ccc(C(F)(F)F)cc2)Oc2ccc(NS(=O)(=O)c3cn(C)cn3)cc2C1=O	·	-2	·	·	·
COc1ccc(Cc2nc3ccc(C(=O)NCCSC)cc3o2)cc1	·	-15	·	·	·
COc1ccc(S(=O)(=O)N(C)C[C@H]2Oc3c(NC(=O)C4CCCCC4)cccc3C(=O)N([C@H](C)CO)C[C@@H]2C)cc1	·	17	·	·	·
Cc1ccc([N+](=O)[O-])cc1NC(=O)c1cccnc1	·	8	·	·	·
CS(=O)(=O)c1cccc(S(=O)(=O)N2CCN(c3ccccn3)CC2)c1	·	-8	·	·	·
CCCC/C=C/C(NC(=O)c1ccc(-c2ccccc2)cc1)c1ccccc1 (stereo unspecified)	·	-2	·	·	·
C=CCOc1ccc(CNCc2cccnc2)cc1OCC	·	-7	·	·	·
O=C(c1ccccc1)N(Cc1ccccc1)Cc1ccccc1	·	-7	·	·	·
COc1ccc(N(Cc2ccccc2)N=O)cc1	·	17	·	·	·
C[C@H]1CN=C(N(C)C)N1CCc1ccc(F)cc1	·	-8	·	·	·

Next records.
SMILES	Mcl1 Bid PPI	Pf gamet viab	GSH bead fluor	Mcl1 Noxa PPI	Avidin bead fluor
COc1ccccc1C(=O)NNC(=O)c1ccc(C)cc1	·	-12	·	·	·
COc1ccc(CN2C(=O)c3ccccc3C2OC)cc1 (stereo unspecified)	·	-20	·	·	·
O=C(CN1CCCC1)Nc1ccc(Br)cc1[N+](=O)[O-]	·	10	·	·	·
COc1ccccc1NC(=O)CN1C(=O)COc2ccc(C)cc21	·	3	·	·	·
COc1ccccc1Nc1nc(-c2cccnc2)cs1	·	-2	·	·	·
COc1ccc(C(=O)c2ccc(Br)cc2)c2ccccc12	·	12	·	·	·
COc1ccc(N=Nc2c(-c3ccc(OC)cc3)[nH]oc2=O)cc1	·	-4	·	·	·
O=C(Nc1ccc(C(F)(F)F)cc1[N+](=O)[O-])O[C@H]1[C@H](Cc2ccccc2)NS(=O)(=O)[C@H]2C[C@@H]3C=C[C@]12O3	·	16	·	·	·
Cn1c2ccccc2c(=O)c2ccc(C#Cc3ccc(N)cc3)cc21	·	20	·	·	·
Cc1ccc(O)c(NC(=O)c2cc(-c3ccccc3Cl)on2)c1	·	7	·	·	·
COc1cc(SC)ccc1C(=O)Nc1ccc2ncccc2c1	·	-1	·	·	·
COC(=O)c1ccc(OC(=O)N2CCOCC2)cc1	·	11	·	·	·
CCCn1c(Nc2cccc(OC)c2)nc2ccccc21	·	0	·	·	·
CCC(C(=O)OC(C)C)c1ccc2ccccc2c1 (stereo unspecified)	·	-8	·	·	·
COc1ccc([N+](=O)[O-])cc1-c1nc2ccccc2nc1-c1ccccc1	·	-34	·	·	·
CCN1C(=O)[C@H]2[C@@H](c3ccc(C)cc3)N3C(=O)N(c4ccc(C)cc4)C(=O)[C@@]3(CC)[C@H]2C1=O	·	9	·	·	·

Not all compounds are listed (hit frequency here may not be typical).
